High-throughput results from PubChem.
West Nile virus CPE – inhibition of WNV-induced cytopathic effect – cell-based, CPE readout (AID 1621); West Nile virus-infected cells, CPE inhibition; higher % means a stronger effect; one-dose CPE inhibition, % at 10 µM; IC50 in µM for titrated hits; 0.02% of 290,000 active; in the data active means a potency from the dose series; inconclusive means CPE inhibition mostly from about 3.7% at the one dose, without a potency; inactive means the rest, 99 in 100 with CPE inhibition below about 2.2%; further: strong numbers were not always called active
Ins promoter up – MIN6 insulin promoter up-regulation; MIN6 insulin promoter-GFP reporter, high-content imaging; active compounds read high; z-score at 5 µM; 0.3% of 190,000 active; AID 1625;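 active means z-score above 3 at 5 µM with at least 500 cells counted in the well; inconclusive means wells under 500 cells, flagged as cytotoxic or low count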
Autophagy HCS – autophagy modulation, high-content screen; MEF GFP-LC3 puncta imaging; test concentration mostly 10 µM; calls only at 10 µM (by protocol); 0.98% of 190,000 active; AID 463193;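 active means percentage of spot-positive cells more than 3 SD above its plate mean, without a fluorescence outlier flag or 80% toxicity; inconclusive means no clear call, values can overlap the other calls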;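 further: spot-positive cell cutoff set from DMSO-treated cells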
Lipid droplet – modulators of hepatic lipid droplet formation; AID 1656; inhibition, % at 6.5 µM; 0.4% of 240,000 active; AML12 mouse hepatocytes, oleate lipid droplets, BODIPY imaging;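 active means lipid droplet intensity inhibited by at least 50%, with more than 500 cells counted; inconclusive means wells with under 300 cells, treated as cytotoxic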
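Test system: AML12 hepatocytes (mouse); reagent: oleate loading, 100 µM; dosing: one dose, 6.5 µM compound; incubation: overnight exposure; signal: fluorescence imaging, 20x objective, two fields per well; read-out basis: % inhibition of corrected integrated BODIPY droplet signal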
MT stabilize HCS – microtubule stabilizers in HeLa cells | HeLa tubulin immunostaining HCS, 24 h; share of cells brighter than vehicle mean+2SD | 0.83% of 200,000 active | AID 2205 | % tubulin-high responders, % at 10 µM;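 active means plate Z-score above 3 for both tubulin-high and condensed-nucleus cell shares, with cell loss under 80%, at 10 µM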;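 further: anti alpha tubulin signal scored within the nucleus-defined area of each cell; some results filed as inactive read as strong as hits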
Myeloid diff 2 – compounds promoting myeloid differentiation. ER-HoxA9 myeloid progenitors, lysozyme-GFP differentiation, flow cytometry. calls only at 10 µM. 1% of 360,000 active. AID 624256;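 active means normalized GFP-positive differentiation at or above the plate's own cutoff, the solvent-only control mean plus 3 SD; inconclusive means no clear call, values can overlap the other calls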;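 further: cells exposed to compound for four days before flow analysis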
bCat nuc transl – alters nuclear translocation of beta-catenin in HeLa cells; immunofluorescence imaging; nuclear translocation activity, % at 5 µM; 0.3% of 190,000 active; AID 1665;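 active means nuclear translocation activity above 50% at 5 µM, with a well cell count of 50 or more; inconclusive means wells under 50 cells across six images, flagged as toxic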;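 further: per-cell ratio of nuclear to cytoplasmic median beta-catenin stain intensity; plate controls were DMSO negative control for no effect and GSK-3 inhibitor IX positive control for full effect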
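Test system: human HeLa cells, endogenous beta-catenin. Times: 24 h compound exposure, 37°C. Measured by: beta-catenin immunofluorescence imaging with DAPI.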
WT yeast gro inh – growth inhibition of WT yeast, mitochondrial fusion screen. mitochondrial fusion phenotypic screen, WT strain. inhibition, % at 10 µM. 2.1% of 190,000 active. AID 1362; in the data active means inhibition above about 58%; tested in S. cerevisiae
T cell HTS – T cell immune modulators affecting CD8 T cell-vesicle binding. 2C CD8+ T cell-vesicle binding, flow cytometry; active compounds read low. AID 2052. 0.068% of 330,000 active. calls only at 7 µM;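 active means response, share of CD8 T cells binding vesicles, and their 90th percentile fluorescence all below set limits, cut at about 80% in these data, passing the limit was not always enough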
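material = purified 2C TCR transgenic mouse naive CD8+ T cells | controls = Unloaded micro-vesicles (low), QL9 vesicles with 0.7% DMSO (high) | detection = cytometric PE anti-B7-1 and Alexa647 anti-CD8 signals after 1% paraformaldehyde fixation | incubation = binding step 1.5 h, 37 °C, antibody labelling 20 min, ice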
WT yeast gro inh mutant strain – recorded beside WT yeast gro inh, whose call it bears; inhibition, %; mitochondrial fusion phenotypic screen, mutant strain inhibition
Ins promoter up cell count – further read-out of Ins promoter up, marked with its call; cell count; measured here: cytotoxicity, nuclei count;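 total cells summed across four imaged fields per well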
Lipid droplet cells 6.5 µM – also measured in Lipid droplet; calls as there; cell count; measured here: cell count, cytotoxicity flag;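 cells counted across two imaged fields per well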
bCat nuc transl cell count 5 µM – second read-out of bCat nuc transl, no call of its own (marks repeat the call); cell count; measured here: cell count, cytotoxicity flag
T cell HTS vesicle-bound % – further read-out of T cell HTS, marked with its call; double positive events, %; measured here: CD8+ vesicle-bound cell fraction;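 binding gate set so that unloaded-vesicle control wells show 10% double positive cells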
MT stabilize HCS Hoechst-high % – second read-out of MT stabilize HCS, no call of its own (marks repeat the call); % Hoechst-high responders; measured here: nuclear condensation Hoechst responders;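 share of cells brighter than vehicle mean plus two SD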
MT stabilize HCS cytotoxicity % – second read-out of MT stabilize HCS, no call of its own (marks repeat the call); toxicity, %; measured here: cytotoxicity by cell density;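 0% = mean cell density of plate MIN control wells and 100% = no cells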
Autophagy HCS cell loss 18 h – recorded beside Autophagy HCS, whose call it bears; toxicity, %; measured here: cell loss, nuclei count;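 cell loss after 18 h compound exposure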
Myeloid diff 2 GFP+ MAC1+ % – recorded beside Myeloid diff 2, whose call it bears; GFP+ MAC1+ double positive, %; measured here: differentiation confirmed by MAC1 staining
* hit, by the source's call; i = inactive; ? = inconclusive; . = not tested or not shown; + = active, no number.

SMILES	West Nile virus CPE	Ins promoter up	Ins promoter up cell count	Autophagy HCS	Autophagy HCS cell loss 18 h	Lipid droplet	Lipid droplet cells 6.5 µM	MT stabilize HCS	MT stabilize HCS Hoechst-high %	MT stabilize HCS cytotoxicity %	Myeloid diff 2	Myeloid diff 2 GFP+ MAC1+ %	bCat nuc transl	bCat nuc transl cell count 5 µM	WT yeast gro inh	WT yeast gro inh mutant strain	T cell HTS	T cell HTS vesicle-bound %
NC(=S)Nc1ccc2c(c1)OCO2	0.2%	-1	1317	i	6	24	705	5.2	2.1	5.6	i	0.4	2.2	1046	-8	0	i	40
N#CC1=C(N2CCOCC2)/C(=C\c2ccccc2)CC1	-0.3%	-0.37	1487	i	-2	-9	470	2.9	2.4	5.1	i	0.2	-0.4	1042	-6	15	i	50
N#C/C(=C\c1ccc(Sc2ccc(Cl)cc2)o1)c1nc2ccccc2[nH]1	-1.3%	0.29	1067	i	21	-6	637	6.4	1.7	8.7	i	0.9	-1.5	1179	52	34	i	36
Cc1ccc(-n2c(C)cc(/C=N/NC(=O)c3ccncc3)c2C)cc1	0.9%	0.03	1698	i	-20	0	676	3.4	1.3	4.3	i	6.0	0.2	1077	-6	-16	i	38
COc1ccc(S(=O)(=O)NC(N)=NCCc2ccccc2OC)cc1	-0.3%	-0.03	1232	i	0	0	706	4.4	1.7	4.9	i	0.1	-2.0	1156	0	3	i	48
Cc1ccc(NC(=O)C2C3CCC(O3)C2C(=O)O)cc1C (stereo unspecified)	-0.7%	.	.	.	.	-2	777	.	.	.	i	0.5	.	.	.	.	i	54
COc1ccc(OC)c(C2CC(=O)C3=C(C2)NC(=O)CC3c2ccc(O)c(OC)c2)c1 (stereo unspecified)	-0.3%	0.21	1676	i	-7	.	.	2.1	1.8	10	i	1.0	0.1	1376	15	5	i	3
COCc1cc(C)nc2sc3c(=O)oc(C)nc3c12	.	0.38	1218	i	19	0	734	6.7	2.0	3.6	i	2.8	0.5	1159	5	6	i	25
CCCC(=O)Nc1ccc2c(c1)nc(CN1CCN(C(=O)OCC)CC1)n2C	0.2%	.	.	.	.	36	837	.	.	.	i	1.6	.	.	.	.	i	2
COc1cccc(/C=N/n2c(C3CCCCC3)n[nH]c2=S)c1OC	-0.7%	.	.	.	.	-5	798	.	.	.	i	0.5	.	.	.	.	i	16
O=C(CN1CCOCC1)NNc1c2ccccc2nc2ccccc12	-0.5%	1.1	1162	.	.	12	705	.	.	.	i	0.7	-0.4	1282	.	.	i	36
Cc1ccccc1NC(=O)Cn1nc(-c2ccc(Cl)s2)ccc1=O	-0.1%	.	.	.	.	23	776	.	.	.	i	1.4	.	.	.	.	i	44
S=C(c1ccc(N2CCCC2)cc1)N1CCCCC1	-0.4%	-0.51	1224	i	2	-6	695	2.8	1.8	27	i	0.5	.	.	5	16	i	38
COc1ccc(S(=O)(=O)N2CCOC2CNC(=O)C(=O)NCCc2ccccc2)cc1C (stereo unspecified)	-0.8%	.	.	.	.	-1	736	.	.	.	i	1.7	.	.	.	.	i	31
Cc1csc(NC(=O)CS(=O)(=O)c2ccccc2)n1	0.4%	2.7	1530	i	-26	-8	653	1.5	1.4	4.5	i	0.8	-2.9	1083	-2	-1	i	30
CCC(=O)n1nc(NCc2ccccc2OC)nc1NCc1ccccc1OC	0.2%	-0.45	1376	i	0	-1	712	2.2	1.7	4.8	i	0.6	.	.	14	33	i	30
Cc1ccc(NC(=O)COS(=O)c2ccc(C)cc2)cc1 (stereo unspecified)	0.0%	-0.15	1281	i	4	-2	724	1.8	1.1	6.7	i	1.7	-0.9	1101	-14	-1	i	11
CS(=O)c1ccccc1-c1nc(-c2ccc(Cl)cc2)no1 (stereo unspecified)	-0.4%	-0.31	1223	i	-9	12	684	2.1	2.9	8.0	i	0.7	3.1	936	-3	1	i	38
O=c1[nH]nc(Cc2ccc(Cl)cc2)c2ccccc12	-0.2%	.	.	i	-4	-6	720	6.0	3.0	4.3	i	0.0	1.8	1051	12	4	i	12
CCOc1ccccc1/C=N/Nc1nc2c(N)ncnc2n1[C@H]1O[C@@H](CO)[C@H](O)[C@@H]1O	1.9%	-0.22	1029	.	.	-14	769	.	.	.	i	0.2	1.0	1205	.	.	i	35
O=C(NCCCn1ccnc1)c1ccccc1F	-0.3%	.	.	.	.	-13	813	.	.	.	i	0.5	.	.	.	.	i	60
C/C(O)=C(/C=NCC(=O)O)C(=O)Nc1nccs1	0.7%	-0.11	1277	i	-39	9	686	2.1	2.3	9.0	i	0.3	-1.4	1066	-11	-1	i	55
Nc1nc(NC(=O)/C=C\C(=O)O)nn1-c1ccccc1	-0.1%	-0.57	1226	i	1	28	727	2.4	2.5	3.7	i	0.1	-0.2	1042	3	13	i	40
COc1cc(NC(=O)c2cc(-c3ccco3)on2)c(OC)cc1Cl	.	1.3	1328	i	19	.	.	3.9	1.8	6.7	i	6.2	-2.5	815	7	7	i	0
O=C(NCc1ccc(Cl)cc1)c1cccc(NC2=NC3CS(=O)(=O)CC3S2)c1 (stereo unspecified)	0.7%	.	.	.	.	6	690	.	.	.	i	2.8	.	.	.	.	i	30
CCOCCCNC(=O)C(NC(=O)c1ccccc1O)c1ccc(Cl)cc1 (stereo unspecified)	-0.7%	-0.24	1335	i	-18	17	726	3.2	2.7	2.6	i	0.0	-1.0	1163	0	12	i	54
Cc1ccc2c(c1)c1c3n2CCCNC3CCC1 (stereo unspecified)	0.3%	?	.	i	66	8	808	2.3	2.7	12	i	1.3	.	.	-5	-6	i	7
COc1cccc(NC(=O)[C@H](C)NC(=O)N2CCn3c2nc2ccccc23)c1	-0.2%	.	.	.	.	16	677	.	.	.	i	2.9	.	.	.	.	i	11
O=C(O)CCCc1ccc2ccc3cccc4ccc1c2c34	0.1%	.	.	.	.	9	723	.	.	.	i	0.5	.	.	.	.	i	20
O=C(CNC(=O)c1cccs1)OCC(=O)c1ccccc1Cl	-0.1%	-0.06	1402	i	-9	-16	720	4.5	1.7	8.5	i	0.5	0.2	1082	2	7	i	30
CCN(CC)CCNC(=O)c1c(O)c2c([nH]c1=O)CCCC2	-0.7%	0.67	991	i	23	.	.	3.9	2.0	2.7	i	0.9	-3.2	760	-28	-6	i	12
CCOc1ccc(N(CC(=O)Nc2ccc(C)cc2)S(=O)(=O)c2c(C)noc2C)cc1	-0.7%	-0.24	1019	i	2	.	.	3.1	3.8	0.8	+	6.3*	0.3	1146	23	3	i	42
CC(=O)c1ccc(N2CCN(c3ccc4cc(S(=O)(=O)N5CCC(C)CC5)ccc4n3)CC2)cc1	3.4%	.	.	.	.	0	715	.	.	.	?	.	.	.	.	.	i	46
Cc1ccc(CNC(=O)C2CCN(S(=O)(=O)c3ccc4c(c3)CC(C)N4C(=O)C3CCC3)CC2)o1 (stereo unspecified)	-1.2%	.	.	.	.	-1	761	.	.	.	i	0.3	.	.	.	.	i	54
CCOc1ccc(CCNC(=O)C2CCN(c3nnc(-n4cccc4)s3)CC2)cc1OCC	-0.3%	-1.3	1173	i	-5	.	.	2.1	2.9	1.8	i	1.1	-4.1	1013	6	1	i	16
Cc1sc2ncnc(N3CCN(S(=O)(=O)c4ccc(F)cc4)CC3)c2c1C	-0.5%	.	.	.	.	5	839	.	.	.	i	3.6	.	.	.	.	i	38
CCOC(=O)N1CCN(C(=O)c2ccc(CS(=O)Cc3ccc(C)cc3)o2)CC1 (stereo unspecified)	0.1%	.	.	.	.	22	684	.	.	.	i	4.7	.	.	.	.	+	2.6*
CCOC(=O)c1cccc2c(=O)c(C(=O)c3ccc(Cl)cc3)c(C(=O)OC)[nH]c12	-0.3%	0.14	1339	i	13	-18	700	2.9	2.2	4.5	i	0.5	-1.6	1012	9	29	i	43
CC(C)(C)NC(=O)C(=O)NCc1ccncc1	-0.1%	0.07	1584	i	-5	5	671	2.6	2.6	8.4	i	0.5	-3.1	1125	-15	-1	i	63
COc1ccc(C(=O)NCCNC(=O)c2cnccn2)cc1OC	0.2%	.	.	.	.	-16	814	.	.	.	i	1.2	.	.	.	.	i	50
O=C(c1ccc([N+](=O)[O-])cc1)N1CCSC1c1ccc(Cl)cc1 (stereo unspecified)	-1.4%	.	.	i	2	-36	550	3.8	2.7	14	i	0.1	-1.8	1107	-3	5	i	32
CC(=O)Nc1ccc(N/C=C/C(=O)c2ccc(Br)cc2)cc1	0.2%	.	.	.	.	19	839	.	.	.	i	0.6	.	.	.	.	i	31
Cc1ccnc(NC(=S)N2CCN(c3cccc(C(F)(F)F)c3)CC2)c1	1.8%	.	.	.	.	-16	740	.	.	.	i	2.0	.	.	.	.	i	25
CCN(CC)C(=O)/C(NC(=O)c1ccccc1)=C(/Sc1ncccn1)c1ccccc1	0.2%	-0.1	1243	i	-5	-6	630	3.2	2.8	4.8	i	0.3	-5.3	554	-3	-12	i	41

Reformatted: entries from further up.
The line under a structure holds: West Nile virus CPE	Ins promoter up	Ins promoter up cell count	Autophagy HCS	Autophagy HCS cell loss 18 h	Lipid droplet	Lipid droplet cells 6.5 µM	MT stabilize HCS	MT stabilize HCS Hoechst-high %	MT stabilize HCS cytotoxicity %	Myeloid diff 2	Myeloid diff 2 GFP+ MAC1+ %	bCat nuc transl	bCat nuc transl cell count 5 µM	WT yeast gro inh	WT yeast gro inh mutant strain	T cell HTS	T cell HTS vesicle-bound %
CC(=O)Nc1ccc(N/C=C/C(=O)c2ccc(Br)cc2)cc1
    0.2%	.	.	.	.	19	839	.	.	.	i	0.6	.	.	.	.	i	31
Cc1ccnc(NC(=S)N2CCN(c3cccc(C(F)(F)F)c3)CC2)c1
    1.8%	.	.	.	.	-16	740	.	.	.	i	2.0	.	.	.	.	i	25
